# CCHFV vOTU inh: CCHFV vOTU protease inhibitors, primary screen, biochemical, Pep-AMC substrate, fluorescence; hit rate 0.55% among 370,000; Crimean-Congo hemorrhagic fever virus L polyprotein viral ovarian tumor (vOTU) protease …; inhibition, % at 11.5 µM; AID 651958, 2012; in the data active means inhibition above about 30%; further: 0% = vehicle wells with enzyme and 100% = no enzyme wells
# Starred values were filed as active, the others as inactive. An excerpt, so the mix of outcomes need not match the whole.
SMILES,CCHFV vOTU inh
COc1ccc(Oc2c(Br)cnn(Cc3cccc4ccccc34)c2=O)cc1,-1
O=C(NC1CCCCN(Cc2cccc(F)c2)C1=O)c1ccc(F)cc1 (stereo unspecified),-5
COC(=O)[C@]12C[C@H](CC(=O)NCCCCc3ccccc3)C(=O)N(Cc3ccccc3)C1=C[C@H](COCc1ccccc1)O[C@@H]2C,6
Cc1cccc(Cn2cc(COC(=O)N(C)Cc3ccccc3)nn2)c1,-1
CC(C)[C@@H]1NC(=O)[C@H]2C[C@@]3(C)c4ccccc4N[C@H]3N2C1=O,-3
COC(=O)[C@]1(C#N)CC(=O)N(c2ccccc2)[C@@H]1c1ccccc1,-4
COc1cc(NC(=O)NC2CCCCN(Cc3ccc(Cl)cc3)C2=O)cc(OC)c1 (stereo unspecified),4
C[C@@H]1O[C@@H](n2c3ccc(Cl)cc3c3ccc4c5cc(Cl)ccc5[nH]c4c32)[C@H](O)[C@H](O)[C@H]1O,15
COc1ccc2c(C(c3ccccc3O)C3CCCN3S(=O)(=O)c3ccc(C)cc3)cn(C)c2c1 (stereo unspecified),15
COC(=O)c1cc(-c2ccc(Oc3ccccc3)cc2)c(=O)n2c1CCC2,-8
COc1cccc(NC(=O)C2CCCN2C(=O)NCc2ccccc2)c1 (stereo unspecified),-3
CC(C)C(=O)N[C@H]1[C@H](O)CCC[C@]12C(=O)N(Cc1ccccc1)c1ccccc12,-3
CN(Cc1ccccc1)C(=O)OCc1cn(Cc2cccc(F)c2F)nn1,-2
CCOC(=O)CC[C@@H]1CC[C@]2(CCCN(C(=O)C(C)(C)C)C2)O1,2
C[C@H]1Cn2nnc(-c3ccccc3)c2Cn2c3ccccc3c(=O)n21,-4
CCCCCC[C@H](CC)CN(C(=O)Oc1ccccc1)c1ccccc1,8
COCCCNC(=O)c1ccc(Cn2c(=O)c3ccccc3n(Cc3ccc(Br)cc3)c2=O)cc1,3
Nn1c(SCC(=O)NC2CCCCC2)nnc1-c1n[nH]c2c1CCC2,10
COc1ccc2c(c1)CN1C(=O)N(Cc3ccccc3)S(=O)(=O)CC21 (stereo unspecified),6
COC(=O)[C@@]12CCCCC3=C1N(CCC3)C(=O)[C@H]2CC(=O)NCc1ccccc1,1
C=CCN1C(=O)[C@@H](CC(=O)NCc2ccc(C)o2)[C@]2(C(=O)OCC)CCCCC/C=C/12,-1
Cn1cc(C2(c3c[nH]c4ccccc34)CCN(C(=O)OC(C)(C)C)CC2)c2ccccc21,17
COC(=O)[C@]12C[C@H](CC(=O)NCCC(C)C)C(=O)N(CCc3ccc(OC)c(OC)c3)C1=C[C@H](C1CCCC1)O[C@@H]2C,10
COC(=O)[C@]12C=CCN1[C@H](c1ccc(OC)c(OC)c1)c1c(c3ccccc3n1S(=O)(=O)c1ccc(C)cc1)C2,1
COC1=C[C@H](C(=O)NCc2ccc(Br)cc2)C(C)C(c2ccccc2)CC1=O (stereo partly specified),6
C=CCN1C(=O)[C@H](CC(=O)NCCCOCCCC)[C@@]2(C(=O)OCC)CCCC=C12,15
C=CCN(C(=O)[C@@H](CCCC)[C@@H](O)c1ccc2ccccc2c1)c1ccccc1,12
C[C@H]1COc2cc(Br)ccc2S(=O)(=O)N1Cc1cn(CC2CCCCC2)nn1,-1
O=C(CSc1ccccc1)NC1CCCCN(Cc2ccc(Cl)cc2)C1=O (stereo unspecified),-2
Cc1cc(NC(=O)COc2cc(F)cc(F)c2)n(-c2ccccc2)n1,0
COc1cccc(N2CCN(CC(=O)N(C)Cc3ccccc3Cl)CC2)c1,-4
Cc1cccc(-c2cccc3c4c([nH]c23)[C@@H]2C[C@H](N(C)C(=O)C3CCCCC3)[C@H]([C@H](C)O)CN2CC4)c1,1
C#CCCCN([C@H](C(=O)OC)C(C)C)S(=O)(=O)c1ccccc1Br,5
CN1C2=N[C@H](c3ccccc3)CC(=O)N2/C(=C\c2ccccc2)C1Cc1ccccc1 (stereo partly specified),1
CC(=O)Oc1cc2c(s1)CCN(C(C(=O)C1CC1)c1ccccc1F)C2 (stereo unspecified),5
COc1ccc(OC)c(S(=O)(=O)Nc2ccc(C(=O)Nc3cc(C)on3)cc2)c1,-5
O=C(CSc1nnc(-c2cccnc2)n1-c1ccccc1)Nc1ccc(OCc2ccccc2)cc1,10
CC(C)C(=O)OCCCN1C(=O)CCC12CCC(c1ccccc1)CC2 (stereo unspecified),7
CC(C)CN1C(=O)C[C@@]2(C(=O)N(C)c3ccc(NS(=O)(=O)C4CC4)cc32)C1c1ccccc1 (stereo partly specified),-3
CC(C)(C)c1ccc(-c2nnc(SCC(=O)Nc3ccccc3-c3ccccc3)n2Cc2ccco2)cc1,13
COC(=O)[C@]12C[C@H](CC(=O)N3CCC(c4ccccc4)CC3)C(=O)N(Cc3ccco3)C1=C[C@H](C(C)C)O[C@@H]2C1CC1,15
CC1CCN(c2ccc(C(=O)O)cc2NS(=O)(=O)c2ccccc2)CC1,6
Cc1ccccc1CN1CCCCC(NC(=O)c2cccc(C#N)c2)C1=O (stereo unspecified),4
COP(=O)(O)C(Cc1ccccc1)NC(=O)OCc1ccccc1 (stereo unspecified),-1
C=CCn1c(SCC(=O)Nc2ccc(CCCC)cc2)nnc1-c1ccc(Cl)cc1,17
O=C(NC1CCCCN(Cc2cccc(F)c2)C1=O)c1ccc(-c2ccccc2)cc1 (stereo unspecified),8
COc1ccc(S[C@]2(C(=O)N3CCN(c4ncccn4)CC3)CC(=O)N(P(=O)(OC)OC)[C@@H]2c2ccc(OC)cc2)cc1,-5
Fc1ccc(Cn2ccc3ccc(-c4ccc5ccn(Cc6ccc(F)cc6F)c5c4)cc32)c(F)c1,21
Cc1ccc(-c2cccc3[nH]cc(C)c23)s1,0
CN(C)[C@H]1CCN(c2ccc3c(c2)O[C@H]2CCN(C2)S3(=O)=O)C1,0
# The list goes on.
SMILES,CCHFV vOTU inh
Cc1ccc(S(=O)(=O)n2ccc(-c3c(-c4ccc(Cl)cc4)noc3C)n2)cc1,6
CCC(NC(=O)CCCN1C(=O)COc2ccc(C)cc21)c1ccccc1 (stereo unspecified),3
C=CCOC(=O)N1CCN(C(=O)c2ccc3c(c2)nc(C)n3C2CCCC2)CC1,12
COc1cccc(N2CCN(CC(=O)NCc3cccc(OC)c3OC)CC2)c1,1
COC(=O)[C@]12C[C@H](CC(=O)NCc3cccc(C(F)(F)F)c3)C(=O)N(Cc3cccc4ccccc34)C1=C[C@H](COCc1ccccc1)O[C@@H]2C,14
COc1cccc(NC(=O)C2CCCN2C(=O)NCc2ccccc2OC)c1 (stereo unspecified),-6
CCCC[C@H](C(=O)N(C)c1cccc(OC)c1)[C@@H](O)c1ccc(Cl)cc1,16
COC(=O)[C@@H]1N=C(c2ccc(OC)cc2)O[C@]12C(=O)N(Cc1cn(-c3ccccc3)nn1)c1cccc(Cl)c12,3
O=C(CSc1nnc(-c2cccnc2)n1-c1ccccc1)Nc1ccc2c(c1)OCCO2,-2
CN1C(=O)C[C@@](C#N)(C(=O)N2CCCC2)[C@H]1c1ccccc1,-3
COc1ccc(S(=O)(=O)N2CCC(c3nc4ccccc4o3)CC2)c(OC)c1,19
Nn1c(SCc2cccc3ccccc23)nnc1-c1cc(-c2ccc(Cl)cc2)n[nH]1,-4
C=Cc1ccc(C(=O)N2CCC(n3nnc4ncccc43)CC2)cc1,-8
CN(CCO)c1cccc2c1S(=O)(=O)N(Cc1cn(Cc3cccc(C(F)(F)F)c3)nn1)Cc1ccccc1O2,6
O=C(CSc1nc2ccccc2nc1N1CCOCC1)N1CCN(c2cccc(C(F)(F)F)c2)CC1,18
Cc1ccc(-n2c(SCC(=O)Nc3ccccc3-c3ccccc3)nnc2-c2ccco2)cc1,6
CCOC(=O)[C@@]12CCCC3=C1N(CCC3)C(=O)[C@H]2CC(=O)NCC12CC3CC(CC(C3)C1)C2,6
COc1ccc(/C=C2\CC3(OC(=O)C4CCCCC4)CCCN2C3)cc1 (stereo unspecified),7
COC(=O)[C@H]1C[C@@]2(C)c3ccccc3N(C(=O)OC(C)(C)C)[C@H]2N1C(=O)OC(C)(C)C,26
COC(=O)[C@]12C[C@H](CC(=O)NCc3cccc4ccccc34)C(=O)N(Cc3cccc4ccccc34)C1=C[C@H](COCc1ccccc1)O[C@@H]2C,10

# A draw from above in order of formula weight, falling:
SMILES,CCHFV vOTU inh
CN(CCO)c1cccc2c1S(=O)(=O)N(Cc1cn(Cc3cccc(C(F)(F)F)c3)nn1)Cc1ccccc1O2,6
COc1ccc(/C=C2\CC3(OC(=O)C4CCCCC4)CCCN2C3)cc1 (stereo unspecified),7
C=Cc1ccc(C(=O)N2CCC(n3nnc4ncccc43)CC2)cc1,-8

# Retrieved by structure from the list above (three):
SMILES,CCHFV vOTU inh
CCOC(=O)[C@@]12CCCC3=C1N(CCC3)C(=O)[C@H]2CC(=O)NCC12CC3CC(CC(C3)C1)C2,6
CC(C)CN1C(=O)C[C@@]2(C(=O)N(C)c3ccc(NS(=O)(=O)C4CC4)cc32)C1c1ccccc1 (stereo partly specified),-3
C#CCCCN([C@H](C(=O)OC)C(C)C)S(=O)(=O)c1ccccc1Br,5

# More structures follow:
SMILES,CCHFV vOTU inh
C/C(=C/c1nc(N)n(Cc2ccccc2)c1Cc1ccccc1)Cn1[nH]c(=O)n(-c2ccccc2)c1=O,10
COc1cc(-n2c(C)nc3cc(C(=O)N4CCCC4)ccc32)cc(OC)c1OC,-1
Cc1ccc(-n2c(SCC(=O)Nc3ccc(Oc4ccccc4)cc3)nnc2-c2ccco2)cc1,11
Cc1ccc(-n2c(SC/C=C/c3ccccc3)nnc2-c2ccco2)cc1,14
COc1ccc(S[C@]2(C(=O)N3CCN(C(C)=O)CC3)CC(=O)N(C(=O)CCc3ccccc3)[C@@H]2c2ccc(OC)cc2)cc1,9
CN(CCO)c1cccc2c1S(=O)(=O)N(Cc1cn(Cc3cccc(F)c3)nn1)Cc1ccccc1O2,2
O=C1C(NC(=O)N2c3ccccc3C=Cc3ccccc32)CCCCN1Cc1cccc(C(F)(F)F)c1 (stereo unspecified),9
CC(=O)C1(C(=O)NC2CCCC2)CC(c2ccccn2)=NO1 (stereo unspecified),-11
CCCCS(=O)(=O)N1C2=NC3=C(C(=O)N(CCOC)C3=O)C3N(C)c4ccccc4[C@]23C[C@H]1CO (stereo partly specified),5
O=C(Nc1ccc(Cl)c(Cl)c1)C1CCN(c2nnc(-n3cccc3)s2)CC1,4
CC(CCN1CCC(C(O)(c2ccccc2)c2ccccc2)CC1)Oc1ccccc1C#N (stereo unspecified),10
Cc1ccc(-c2nc(C3CCCN(S(=O)(=O)c4ccc(Cl)s4)C3)no2)cc1 (stereo unspecified),1
CCOc1nc2cccc(C(=O)O)c2n1Cc1ccc(-c2ccccc2-c2nn[nH]n2)cc1,-4
O=C(NCc1cccs1)C1CCCN(S(=O)(=O)c2cccc3ccccc23)C1 (stereo unspecified),23
C[C@H](O)[C@@H]1CN2CCc3ccc(-c4ccc5c(c4)OCO5)cc3[C@@H]2C[C@@H]1N(C)C(=O)Nc1ccccc1,3
COc1ccc(S[C@]2(C(=O)N3CCN(C(C)=O)CC3)CC(=O)N(C(=O)Nc3ccc(C)c(Cl)c3)[C@@H]2c2ccc(OC)cc2)cc1,9
Cc1ccc(-n2c(SCC(=O)Nc3cccc4ccccc34)nnc2-c2ccccc2)cc1,-3
COC(=O)[C@]12C[C@H](CC(=O)NCc3ccc(C)o3)C(=O)N(CCc3ccc(OC)c(OC)c3)C1=C[C@H](C(C)(C)C)O[C@@H]2C,17
O=C(Nc1ccc2c(c1)OCO2)OC1CC2CC1[C@H]1CCCCN1[C@H]2Cc1ccccc1 (stereo partly specified),0
CN(C)c1cccc(/C=C2\CC3(OC(=O)c4ccc(Cl)cc4)CCCN2C3)c1 (stereo unspecified),14

# By substructure, the entries above with a CF3 group (4)
SMILES,CCHFV vOTU inh
COC(=O)[C@]12C[C@H](CC(=O)NCc3cccc(C(F)(F)F)c3)C(=O)N(Cc3cccc4ccccc34)C1=C[C@H](COCc1ccccc1)O[C@@H]2C,14
CN(CCO)c1cccc2c1S(=O)(=O)N(Cc1cn(Cc3cccc(C(F)(F)F)c3)nn1)Cc1ccccc1O2,6
O=C(CSc1nc2ccccc2nc1N1CCOCC1)N1CCN(c2cccc(C(F)(F)F)c2)CC1,18
O=C1C(NC(=O)N2c3ccccc3C=Cc3ccccc32)CCCCN1Cc1cccc(C(F)(F)F)c1 (stereo unspecified),9

# Further records follow.
SMILES,CCHFV vOTU inh
CCn1c2ccccc2c2cc(NC(=O)COC(=O)c3cc(Cl)cc(Cl)c3)ccc21,-5
COC(=O)[C@]12C[C@H](CC(=O)NCCCCc3ccccc3)C(=O)N(Cc3cccc4ccccc34)C1=C[C@H](C(C)(C)C)O[C@@H]2C,21
COC(=O)[C@H]1C[C@@]2(N3CCCCC3)c3ccccc3N[C@H]2N1S(=O)(=O)c1ccc([N+](=O)[O-])cc1,1
COc1ccc(C#CCN(Cc2ccc(OC)cc2OC)C(N)=NC(=O)CCc2ccccc2)cc1,5
Cc1cccc(CNC(=O)NC2CCCCN(Cc3cccc(Cl)c3)C2=O)c1 (stereo unspecified),0
COC(=O)[C@]12C[C@H](CC(=O)N3CCN(C(=O)C4CC4)CC3)C(=O)N(CCc3ccc(OC)c(OC)c3)C1=C[C@H](COCc1ccccc1)O[C@@H]2C,-10
Clc1ccc(-n2c(COc3ccccc3)nnc2SCc2nc3ccccc3[nH]2)cc1,9
O=C(NN=Cc1ccco1)c1cccnc1,7
CN(C)S(=O)(=O)c1cccc(C(=O)N/N=C\c2ccnc3ccccc23)c1,23
Cc1nn(CCC(=O)NNC(=O)Nc2ccc(F)cc2)c(C)c1[N+](=O)[O-],-6
COC(=O)[C@]1(C)CN(C(=O)OC(C)(C)C)C2=C1C(=O)C[C@](C)(C(=O)OC(C)(C)C)C2,6
CCCCCCCCN1C(=O)[C@@H](CC(=O)NCC2CCCCC2)C[C@@]2(C(=O)OC)C1=C[C@H](C(C)C)O[C@@H]2C1CC1,25
Cc1[nH]cnc1/C=N\NC(=O)c1cccc(S(=O)(=O)N(C)C)c1,-4
C/C(=N/NC(=O)CSc1nnc(-c2ccccc2)n1-c1ccc(Cl)cc1)c1cccc(O)c1,3

# Source: PubChem BioAssay
